# Screens from PubChem BioAssay.
# LMNA splice mod – qHTS Assay for Modulators of Lamin A Splicing. HeLa LMNA splicing GFP/RFP minigene ratio, 48 h. Potency, µM (highest dose often 46.1 µM), inactives show at the top dose ratio change, negative = inhibition, usual class: inhibitors. actives 0.01% (n = 200,000); active = well fitted inhibition curve with a large enough effect in the signal ratio, with a control signal flat, not every such curve was filed as active; inconclusive = small, poorly fitted or top-dose-only effect, or effect the other way, or a change in a side signal; the % refers to the signal ratio; also: potency is read from the fitted curve at half-maximal effect; % is scaled to controls: 0 for no effect and ±100 for the full control effect
#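 Read-out is the ratio of GFP to DsRed2 object intensity, acquired by 488 nm laser-scanning cytometry on HeLa lamin A-EGFP minigene reporter cells. Compound incubation 48 hrs at 37 °C in Opti-MEM with 2% FBS; DMSO 0.5% final.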
# IMPase Li inh – qHTS Assay for Identifying the Cell-Membrane Permeable IMPase Inhibitors: Potentiation with Lithium; CHO-M1 cells, IP1 TR-FRET (IP-One), carbachol + lithium; Potency, µM (top dose mostly 59.4 µM), inactives show at the top dose activity, negative = IMPase inhibition, usual class: inhibitors; actives 0.35% (n = 210,000); AID 1457, 2008;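 also: IP1 builds up when IMPase is blocked and the TR-FRET signal falls; potency is read from the fitted curve at half-maximal effect; plate controls were basal vehicle for no effect and high inhibitor control for full effect; nearly all actives have a fitted effect of over 50% in size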
#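 Concentration–response in CHO-M1 cells, lithium-potentiated; 30 min at 37C. IP1 detected by competitive TR-FRET after 10 min lysis at RT. Hill-fitted AC50.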
# HttQ103 aggreg – qHTS Multiplex Assay to Identify Dual Action Probes in a Cell Model of Huntington: Aggregate Formation (GFP). PC12 HttQ103-GFP aggregates, Acumen cytometry, 40 h. Potency, µM (highest dose often 46.1 µM), without a hit: top-dose activity change, negative = inhibition, actives largely listed as inhibitors. actives 1.1% (n = 220,000); also: potency is read from the fitted curve at half-maximal effect; % is scaled to controls: 0 for no effect and ±100 for the full control effect; nearly all actives have a fitted effect of over 60% in size
#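 PC12 cells with ecdysone-inducible HTT exon1 Q103-GFP, induced by 100 nM tebufenozide, given compounds in a concentration series. GFP aggregates (1–25 um, 6 SD above background) counted in lysates by laser-scanning cytometry, 488 nm excitation.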
# Luc counter – Counterscreen for Luciferase (Kinase-Glo TM) Inhibition. Luciferin 4-monooxygenase (Photuris pensylvanica), Q27757. Kinase-Glo luciferase, ATP luminescence, 8 min. Potency, µM (doses to about 38.3 µM), inactives show at the highest dose activity change, negative = inhibition, usual class: inhibitors. actives 0.28% (n = 200,000); also: potency is read from the fitted curve at half-maximal effect; % is scaled to controls: 0 for no effect and ±100 for the full control effect; nearly all actives have a fitted effect of over 60% in size
#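 Kinase-Glo luciferase light output from ATP and luciferin was measured with 10 uM ATP, within the enzyme's linear range. Buffer: 50 mM imidazole pH 7.2, 50 mM KCl, 7 mM MgCl2, 0.01% Tween 20, 0.05% BSA; luminescence read after 8 min at ambient temperature.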
# HTT ATP protect – qHTS Multiplex Assay to Identify Dual Action Probes in a Cell Model of Huntington: Cytoprotection (ATP). PC12 HTT-Q103 induced, cytoprotection, ATP luminescence, 40 h. Potency, µM (doses to about 56.4 µM), for inactives: cytoprotection (ATP increase), hits mostly activators. actives 0.14% (n = 230,000). AID 1471, 2008;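 also: potency is read from the fitted curve at half-maximal effect; % of control where 0% means no effect; nearly all actives have a fitted effect of over 45% in size; toxic huntingtin expression switched on by the ecdysone agonist tebufenozide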
#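 PC12 cells with ecdysone-inducible HTT exon 1 Q103-GFP, induced with 100 nM tebufenozide and co-treated with library compounds in a dose series (1536-well, 1500 cells/well). Cytoprotection read as ATP content by ATPlite luminescence.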
# CBFb-RUNX1 inh – qHTS Assay for Compounds Blocking the Interaction Between CBF-beta and RUNX1 for the Treatment of Acute Myeloid Leukemia; AID 1477, 2009; Potency, µM (titrated, usually from 59.8 µM), without a hit: top-dose activity, negative = inhibition, hits mostly inhibitors; AlphaScreen CBFb-His/RUNX1-biotin binding, biochemical; 230,000 tested, under 10 active; Runt-related transcription factor 1 (Homo sapiens) + Core-binding factor subunit beta …; also: % of control where 0% means no effect
# Target sequence (Q01196 whole entry, looked up): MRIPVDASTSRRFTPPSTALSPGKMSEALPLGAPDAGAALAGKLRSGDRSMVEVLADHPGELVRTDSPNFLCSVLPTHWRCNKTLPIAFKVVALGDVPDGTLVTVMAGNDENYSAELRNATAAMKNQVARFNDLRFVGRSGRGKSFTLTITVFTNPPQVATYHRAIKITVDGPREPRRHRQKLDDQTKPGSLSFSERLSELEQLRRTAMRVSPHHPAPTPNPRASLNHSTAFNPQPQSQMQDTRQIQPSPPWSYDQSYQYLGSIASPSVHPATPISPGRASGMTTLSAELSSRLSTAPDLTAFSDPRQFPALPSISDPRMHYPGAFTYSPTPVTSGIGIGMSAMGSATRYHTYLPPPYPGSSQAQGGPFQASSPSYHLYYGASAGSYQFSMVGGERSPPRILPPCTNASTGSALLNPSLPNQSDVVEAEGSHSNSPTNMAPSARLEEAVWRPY
# Target sequence (Q13951 whole entry, looked up): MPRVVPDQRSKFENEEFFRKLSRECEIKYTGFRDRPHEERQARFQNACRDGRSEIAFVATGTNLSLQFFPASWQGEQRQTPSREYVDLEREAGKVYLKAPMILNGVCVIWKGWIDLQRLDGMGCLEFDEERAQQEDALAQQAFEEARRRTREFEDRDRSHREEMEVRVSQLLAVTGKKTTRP
#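 Bead-based AlphaScreen assay; binding partners His-tagged CBF-beta and biotinylated RUNX1 at 30 nM each. Compound exposure 15 min after a 20-min protein preincubation; bead step 90 min; all steps at room temperature.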
# SMN2 splice enh – qHTS Assay for Enhancers of SMN2 Splice Variant Expression; HEK293 SMN2-luciferase splicing reporter, luminescence, 30-36 h; Potency, µM (series often up to 46.1 µM), inactives show at the top dose activity change, positive = activation, most hits filed as activators; AID 1458, 2008; actives 2.8% (n = 210,000); also: potency is read from the fitted curve at half-maximal effect; % of control where 0% means no effect; nearly all actives have a fitted effect of over 55% in size
#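 HEK293 cells carry an SMN2 […]–luciferase reporter in which exon 7 inclusion puts luciferase in frame. Cells were plated 10-12 h before compound addition, then incubated 30-36 h at 37C. ONE-Glo luminescence was read; sodium butyrate at 4.5 mM final served as control.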
# * hit, by the source's call; ? = inconclusive; nt = no result given; [ ] = another dose, or the depositor's remark. Unless noted, calls follow the shape of the dose curve; as a rule, active = well fitted curve in the direction sought with a large enough effect; inconclusive = small, poorly fitted or top-dose-only effect, or another doubt; inactive = no such curve, though single readings can be large; an effect the other way counts as inactive or inconclusive. Random draw from the library (roughly 4% active in at least one column).
SMILES,LMNA splice mod,IMPase Li inh,HttQ103 aggreg,Luc counter,HTT ATP protect,CBFb-RUNX1 inh,SMN2 splice enh
CC(C(=O)N1CCCCC1)N(C)CC(=O)Nc1ccc(Cl)cc1 (stereo not given),nt,-3.7%,-9.1%,-1.4%,-4.6%,3.2%,-12.6%
COc1ccc2c3c(c(=O)oc2c1OCC(=O)O)CCCC3,-2.5%,-7.4%,5.3%,-0.7%,-3.3%[0.074 µM],0.3%,3.6%
Cn1c(=O)c2c(ncn2CC(=O)N2CCN(c3ccccc3)CC2)n(C)c1=O,-1.4%,21.4%[38.3 µM],0.4%,-2.2%,-4.5%,-1.0%,nt
Cc1ccc(/C=C2\SC(N3CCN(C(c4ccccc4)c4ccccc4)CC3)=NC2=O)o1,?,26.1%,-9.0%,-6.3%,nt,21.0%,-21.8%
NNC(=O)C1CC(O)CN1S(=O)(=O)c1ccc(Cl)cc1 (stereo not given),nt,1.9%,13.3%,1.1%,nt,6.5%,6.1%
c1ccc(COc2ccc(OCCCCN3CCCC3)cc2)cc1,-8.4%,nt,?,nt,-17.6%[10 µM],-3.5%,nt
CCOCN(C(=O)Cn1cnc2ccccc21)c1c(C)cccc1CC,nt,8.8%,-10.9%[9.22 µM],0.9%,-11.7%[10 µM],-5.3%,nt
CCOc1ccccc1N(C(=O)CNC(=O)c1ccco1)C(C(=O)NC1CCCC1)c1cccnc1 (stereo not given),11.5%,-0.3%[38.3 µM],10.3%,0.4%,-20.5%[10 µM],-0.9%,-5.7%
Cn1c(-c2ccc(F)cc2)cnc1NCc1cccc(F)c1,-1.4%,-6.4%[38.3 µM],19.7%,-3.3%,-5.2%,1.6%,11.0%
Cc1cc2c(cc1C)[n+](C)cn2CC(O)COCC1CC=CCC1 (stereo not given),5.9%[46 µM],9.4%,nt,-0.6%,nt,0.1%,-15.5%
C/C=C/c1ccc(OCCCn2cncn2)c(OC)c1,5.2%,20.4%[38.3 µM],2.1%,1.2%,1.0%,5.0%,19.4%
Cc1ccc2c(c1)nnn2C1CCN(S(=O)(=O)c2ccc(C(=O)N(C)C)cc2)CC1,?,14.4%,-8.4%,0.2%,8.1%[10 µM],0.0%,-70.9%[inhibitor]
CCc1cc2cc(C)cc(C)c2nc1Cl,?,5.3%,6.1%[9.22 µM],-0.9%,26.5%[10 µM],4.0%,-0.2%
O=C(NCC1CCCO1)c1cc2ccccc2oc1=O (stereo not given),-1.0%[46 µM],-5.4%,9.7%[9.22 µM],-4.2%,-1.4%[10 µM],0.4%,nt
CCC(=O)NC(=S)Nc1cccc(NC(=O)c2ccccc2C)c1,-9.7%[46 µM],5.5%,-2.8%,0.9%,nt,-0.4%,2.5%
CCOCCCNC(=O)Cc1ccc(OC)c(OC)c1,5.4%,8.7%[38.3 µM],0.5%,1.4%,14.0%,6.0%,28.6%
Cc1cc(C)c(NC(=O)CSc2nnc(-c3ccccn3)n2N)c(Cl)c1,nt,nt,10.0%[9.22 µM],nt,24.5%[10 µM],-26.7%,nt
COc1ccc(NC(=O)C2CCN(c3cc(-c4ccccc4)nc4ncnn34)CC2)cc1OC,?,10.6%[38.3 µM],?,2.5%,7.7%[10 µM],0.1%,-22.5%
CCCCc1cc2c(cn1)=C(OC(=O)C1CCCC1)C(C)(OC(=O)CC)C(=O)C=2 (stereo not given),?,6.7%,nt,-4.4%[7.66 µM],6.7%[10 µM],-6.8%[13.1 µM],-2.0%[9.22 µM]
CCN(CC)S(=O)(=O)c1ccc(/C=C/C(=O)Nc2cccc(F)c2)cc1,?,12.9%,3.4%,1.8%,10.6%[10 µM],8.7%,-25.2%
COc1cc(NC(=O)c2nccnc2N)cc(C(=O)Nc2cccc(C(F)(F)F)c2)c1,nt,nt,0.0%[9.22 µM],nt,16.3%[10 µM],?,nt
CSCCC(NC(=O)COc1ccccc1)C(=O)OCC(=O)c1cc2ccccc2o1 (stereo not given),26.8%,18.4%[38.3 µM],14.5%,-3.9%,-0.1%,-2.0%,-5.1%
O=c1cc(-c2ccccc2F)nc(-c2ccccc2F)o1,-9.2%,1.6%,2.0%,2.0%,-5.0%[10 µM],1.5%,-0.1%
Cc1cc(C)n(-c2ccc(Cl)c(C(=O)Nc3ccc(-c4nnc5n4CCCCC5)cc3)n2)n1,3.6%,0.0%[38.3 µM],-31.0%,0.7%,-35.1%,0.3%,-16.2%
CC(=O)N(Cc1cccnc1)Cc1cc2ccc(C)cc2[nH]c1=O,10.4%,-7.0%[38.3 µM],-10.1%,0.1%,-15.9%[0.074 µM],4.1%,-20.4%

# Continued.
SMILES,LMNA splice mod,IMPase Li inh,HttQ103 aggreg,Luc counter,HTT ATP protect,CBFb-RUNX1 inh,SMN2 splice enh
CCCCC1=CC2=C(OC(C)=O)C(=O)C(C)(OC(=O)c3ccco3)C(=O)C2=CO1 (stereo not given),nt,17.5%,nt,-5.5%,14.8%,-1.8%,-3.7%
CCOC(=O)C1CCN(S(=O)(=O)C(F)(F)c2nc3ccccc3s2)CC1,3.6%,4.1%[38.3 µM],10.0%,2.7%,-86.6%[inhibitor],11.9%,-4.8%
COc1ccc(CCNc2oc(COc3ccc(F)cc3)nc2C#N)cc1,-7.0%,34.4%[activator][38.3 µM],?,-0.5%,-52.4%[inhibitor],-13.5%,13.6%
COc1ccc(CCNC(=O)CO/N=C/c2cc3c(cc2Br)OCO3)cc1OC,nt,?,-17.8%,2.5%,-5.9%,0.3%,-11.9%
O=C(CSc1nnc(-c2ccccc2)o1)Nc1ccccc1F,-4.5%,-6.2%[38.3 µM],6.2%,-0.1%,-32.9%[inhibitor],-1.3%,0.794µM*
Oc1ccc2ccccc2c1CN(Cc1c(O)ccc2ccccc12)C1CCCCC1,nt,7.0%,nt,-0.7%[7.66 µM],-8.4%[10 µM],nt,-10.8%[9.22 µM]
Cc1ccc(C2CC(c3ccccc3)=NN2C(=O)CSc2nnc(-c3ccc(Cl)cc3)o2)o1 (stereo not given),-1.3%,5.3%[38.3 µM],1.0%,-1.9%,11.5%,2.5%,-5.5%
COc1ccc(N=C2C(=Nc3ccc(OC)cc3)N(c3ccc(OC)cc3)C(=S)N2C)cc1,4.2%,44.7%[activator][38.3 µM],-4.3%,16.4%,9.5%,-7.0%,-27.8%
CCOc1ccc(Cn2nnc(C(=O)NCCc3ccc(Cl)cc3)c2N)cc1,-4.6%,-8.4%[38.3 µM],-6.1%,17.5%,-17.1%,0.5%,-13.5%
Cc1ccc2[nH]c(=O)c(CN(CCN3CCOCC3)C(=O)Nc3ccc(F)cc3)cc2c1,?,5.7%[38.3 µM],14.4%,0.4%,-30.0%[10 µM],-1.4%,-13.4%
CSc1nc2ccc(NC(=O)c3c(F)cccc3F)cc2s1,-28.0%[46 µM],7.8%,-18.4%,2.3%,-40.1%[inhibitor],-5.5%,12.6µM*
C/C(=N/NS(=O)(=O)c1ccc(Br)cc1)c1ccc(C)o1,3.6%,8.6%,32.9%,1.9%,1.4%[0.074 µM],-3.9%,-17.1%
S=C(NCCc1cnc[nH]1)NC1CCCC1,9.2%[46 µM],1.3%,-8.7%[9.22 µM],0.8%,4.7%[10 µM],-0.6%,-9.4%
Cc1c(NC(=O)C2CCCN2C(=O)c2cccs2)c(=O)n(-c2ccccc2)n1C (stereo not given),1.9%,-11.7%[38.3 µM],10.1%,1.6%,23.1%[10 µM],0.9%,1.4%
CCC1(C)Cc2ccccc2C(=O)N1 (stereo not given),nt,nt,8.4%[9.22 µM],nt,18.5%[10 µM],7.7%,nt
O=c1nc2s/c(=C\c3ccc(-c4ccccc4[N+](=O)[O-])o3)c(=O)n2nc1-c1ccccc1,?,4.3%,?,-1.9%,nt,-6.2%,-1.0%
COc1ccc(-c2cc(=O)oc3c(C)c(OC(=O)c4cccs4)ccc23)cc1,-17.5%,0.0%,?,-5.3%,8.8%[10 µM],-1.3%,-18.1%
CCCc1nc2ccccc2c(C(=O)OC2CCOC2=O)c1CC (stereo not given),-5.7%,-6.1%[38.3 µM],7.1%,13.9%,1.2%,2.8%,-7.9%
CCN(C(=O)COc1ncnc2ccc(Br)cc12)C1CCS(=O)(=O)C1 (stereo not given),6.5%,13.8%[38.3 µM],-0.2%,1.9%,-3.1%,8.0%,0.0%
Cc1cc(C)nc(N2CCC(C(=O)Nc3ccc4c(c3)OCO4)CC2)n1,?,5.3%[38.3 µM],11.3%,0.2%,4.8%,2.9%,-7.5%
Cc1ccc(C(=O)O)cc1N1CCCC1=O,nt,-4.1%,19.4%,2.1%,7.5%,9.1%,-8.4%
COc1ccc(CCNC(=O)C2CCC(=O)N2CCc2ccccc2)cc1OC (stereo not given),nt,-4.4%,-22.3%,0.2%,0.1%,1.9%,15.0%
O=C(NCCO)c1ccc(Cl)cc1,nt,2.0%,nt,-3.4%[7.66 µM],-5.8%[10 µM],nt,-13.5%[9.22 µM]

# Grouped by structure: those above with an NH in an aromatic ring
SMILES,LMNA splice mod,IMPase Li inh,HttQ103 aggreg,Luc counter,HTT ATP protect,CBFb-RUNX1 inh,SMN2 splice enh
CC(=O)N(Cc1cccnc1)Cc1cc2ccc(C)cc2[nH]c1=O,10.4%,-7.0%[38.3 µM],-10.1%,0.1%,-15.9%[0.074 µM],4.1%,-20.4%
Cc1ccc2[nH]c(=O)c(CN(CCN3CCOCC3)C(=O)Nc3ccc(F)cc3)cc2c1,?,5.7%[38.3 µM],14.4%,0.4%,-30.0%[10 µM],-1.4%,-13.4%
S=C(NCCc1cnc[nH]1)NC1CCCC1,9.2%[46 µM],1.3%,-8.7%[9.22 µM],0.8%,4.7%[10 µM],-0.6%,-9.4%
